KKLEB tox = cytotoxicity in KKLEB CF airway cells, primary screen, cytotoxicity control for CF NF-kB inhibitor project, cell-based, uHTS, fluorescence assay plates | activity change (cytotoxicity), % at 5 µM | KKLEB CF airway cells viability, ATPlite luminescence, overnight; hits give low values; cells stimulated with P. aeruginosa culture filtrate | 360,000 compounds, 0.36% hits | AID 602141, 2011;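 active = corrected activity change at or below -50% at 5 µM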
CF NFkB block = inhibitors of PAF-induced NF-kB signaling, primary screen, cell-based, GFP fluorescence, uHTS | inhibition, % at 5 µM | KKLEB NF-kB-GFP reporter, GFP fluorescence overnight | 360,000 compounds, 0.86% hits | AID 588850, 2011;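 active = at least 50% inhibition at 5 µM, scaled per plate between neutral and stimulator controls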;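 also: PAF is a Pseudomonas aeruginosa culture filtrate used as stimulus; plate controls were PAF-stimulated DMSO wells for no effect and unstimulated DMSO wells for full effect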
SRC3 inh = SRC3 coactivator transcriptional activity inhibitors, primary screen, cell-based, luminescence. Nuclear receptor coactivator 3 (Homo sapiens), Q9Y6Q9. HEK293 GAL4-SRC3 luciferase reporter. inhibition, % at 3.6 µM. 360,000 compounds, 0.17% hits. AID 588352, 2011;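 active = inhibition above a per-campaign cutoff, the mean of all compounds plus 3 SD, cut at about 60% in these data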;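 also: 0% = DMSO-treated cells and 100% = gossypol-treated cells at 36 µM; higher means less SRC3-driven luciferase light from the GAL4 reporter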
Target sequence (Q9Y6Q9 whole entry, looked up, the tested form may be a part): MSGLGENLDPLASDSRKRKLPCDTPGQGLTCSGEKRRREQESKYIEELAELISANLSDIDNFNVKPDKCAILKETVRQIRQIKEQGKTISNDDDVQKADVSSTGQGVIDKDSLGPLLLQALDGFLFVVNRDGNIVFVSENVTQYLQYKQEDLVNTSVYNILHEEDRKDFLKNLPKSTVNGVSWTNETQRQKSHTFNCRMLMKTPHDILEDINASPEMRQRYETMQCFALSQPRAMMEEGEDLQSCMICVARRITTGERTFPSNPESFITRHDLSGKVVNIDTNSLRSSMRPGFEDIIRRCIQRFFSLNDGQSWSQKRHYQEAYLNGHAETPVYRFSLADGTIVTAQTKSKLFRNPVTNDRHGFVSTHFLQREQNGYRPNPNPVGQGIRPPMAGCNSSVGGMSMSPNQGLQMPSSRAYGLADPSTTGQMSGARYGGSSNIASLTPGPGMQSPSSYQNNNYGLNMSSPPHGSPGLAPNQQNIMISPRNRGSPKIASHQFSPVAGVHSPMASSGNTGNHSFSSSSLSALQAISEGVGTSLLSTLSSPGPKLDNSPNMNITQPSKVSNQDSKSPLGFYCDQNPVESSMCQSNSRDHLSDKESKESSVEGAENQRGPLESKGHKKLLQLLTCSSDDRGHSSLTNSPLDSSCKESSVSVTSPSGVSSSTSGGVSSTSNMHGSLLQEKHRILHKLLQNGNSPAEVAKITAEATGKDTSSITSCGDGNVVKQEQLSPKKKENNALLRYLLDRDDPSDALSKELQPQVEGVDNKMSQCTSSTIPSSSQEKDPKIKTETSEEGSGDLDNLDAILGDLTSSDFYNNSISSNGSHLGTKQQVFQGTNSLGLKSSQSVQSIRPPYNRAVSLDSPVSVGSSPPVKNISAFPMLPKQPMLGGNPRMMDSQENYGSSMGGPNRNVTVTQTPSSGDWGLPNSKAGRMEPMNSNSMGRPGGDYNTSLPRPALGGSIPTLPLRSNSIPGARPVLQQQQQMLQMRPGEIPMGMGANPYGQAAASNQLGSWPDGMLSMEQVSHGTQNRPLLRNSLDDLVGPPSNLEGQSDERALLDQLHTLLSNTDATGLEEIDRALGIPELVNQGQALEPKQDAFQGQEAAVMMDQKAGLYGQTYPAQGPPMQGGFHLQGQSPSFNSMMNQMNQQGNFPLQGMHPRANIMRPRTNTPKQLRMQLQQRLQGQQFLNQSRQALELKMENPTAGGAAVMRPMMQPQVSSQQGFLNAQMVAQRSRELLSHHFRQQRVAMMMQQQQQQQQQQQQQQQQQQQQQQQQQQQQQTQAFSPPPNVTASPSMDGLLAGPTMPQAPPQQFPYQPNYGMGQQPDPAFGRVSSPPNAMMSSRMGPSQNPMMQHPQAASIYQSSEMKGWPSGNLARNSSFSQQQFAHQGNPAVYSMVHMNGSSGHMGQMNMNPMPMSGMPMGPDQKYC
Shn3 3UTR inh = reduction of Shn3 3'UTR firefly luciferase signal, primary screen, Schnurri-3 inhibitor project, cell-based, Clone20 osteoblasts, set 2; Clone20 osteoblast Shn3 3'UTR firefly luciferase, 24 h; inhibition, % at 12.5 µM; 360,000 compounds, 0.52% hits; AID 588674, 2011;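 active = mean inhibition of at least 75% with every replicate also reaching 75%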;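 also: 0% = median of neutral control wells and 100% = pilot-screen positive control compound; some compounds past the cut are filed as inactive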
TWEAK-Fn14 inh = inhibitors of TWEAK-Fn14 signaling, primary screen, luciferase reporter cells, uHTS | TWEAK-stimulated Fn14 reporter cells, luciferase luminescence, 8 h | inhibition, % at 10 µM | 360,000 compounds, 2% hits; in the data active = inhibition above about 50%
NR5A2 inv ag = LRH-1 (NR5A2) inverse agonists, primary screen, cell-based, luminescence, HEK293T, StAR-luciferase reporter; AID 602396, 2012; Nuclear receptor subfamily 5 group A member 2 (Homo sapiens), O00482; LRH-1 transfected, 24 h; inhibition, % at 3.6 µM; 360,000 compounds, 0.13% hits;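 active = inhibition above the mean inhibition of all tested compounds plus 3 SD, cut at about 73% in these data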;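 also: 0% = DMSO wells and 100% = reporter-only cells lacking LRH-1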
NR2F2 inh = NR2F2 transcriptional activity inhibitors, primary screen, cell-based, luciferase reporter, HEK293T, luminescence. COUP transcription factor 2 (Homo sapiens), P24468. HEK293T NGFI-A luciferase reporter. inhibition, % at 8.6 µM. 370,000 compounds, 0.7% hits. AID 686940, 2013;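 active = inhibition above a per-plate cutoff, mean inhibition of test wells between control levels plus 3 SD, cut at about 38% in these data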;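 also: cells cotransfected with COUP-TFII expression vector driving the NGFI-A reporter; 0% = median of COUP-TF2 test wells and 100% = reporter-only cells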
NCOA1 inh = SRC1 coactivator transcriptional activity inhibitors, primary screen, cell-based, luminescence | Nuclear receptor coactivator 1 (Homo sapiens), Q15788 | HEK293 GAL4-SRC1 luciferase reporter | inhibition, % at 3.6 µM | 360,000 compounds, 0.12% hits | AID 588354, 2011;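 active = inhibition above the campaign mean plus 3 SD, with each screening campaign given its own cutoff, cut at about 60% in these data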;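 also: 0% = DMSO treated cells and 100% = gossypol at 36 µM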
TRAIL sens C8 = viability loss with TRAIL in NB7+C8 cells, primary screen, TRAIL sensitizer project, cell-based, ATPlite luminescence | AID 624354, 2012 | 360,000 compounds, 1% hits | inhibition (viability loss, TRAIL sensitization), % at 10 µM;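 active = compounds causing at least 50% loss of cell viability in the single-dose screen, relative to plate controls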
EBV LMP1 NFkB = EBV LMP1-driven NF-kappaB luciferase reporter inhibitors, primary screen, cell-based, luminescence, single point | 350,000 compounds, 0.69% hits | LMP1-induced NF-kappaB luciferase reporter cells | inhibition, % at 12.5 µM; in the data active = inhibition above about 41%;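 also: 0% = neutral control wells and 100% = reference inhibitor control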
TROY NFkB inh = inhibitors of TROY-driven NF-kB signaling, primary screen, Q293 LMP1-TROYcd cells, NF-kB luciferase, uHTS; Q293 LMP1-TROYcd NF-kB luciferase reporter, 4 h; 360,000 compounds, 0.98% hits; inhibition, % at 10 µM; AID 1347056, 2019;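 active = compounds whose plate-normalised and pattern-corrected inhibition of the luciferase reporter signal at the single screening dose is 50% or more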
Numbers without * were called inactive; / = not tested or not shown. The list is partial; rates above refer to the full screens.

(1) CC(C)(C)C(=O)Cn1c(NCCCO)nc2ccccc21
(2) CCC(=O)Nc1nc2ccccc2n1CCN1CCOCC1
(3) CN(CC(=O)Nc1ccc(Cl)cc1)C1=NS(=O)(=O)c2ccccc21
(4) O=C(Nc1cc(C(F)(F)F)ccc1N1CCOCC1)c1n[nH]c(=O)c2ccccc12
(5) Cc1nnsc1S(=O)c1ccc(Cl)c(Cl)c1 (stereo not drawn)
(6) O=C(COC(=O)C12CC3CC(CC(Br)(C3)C1)C2)Nc1ccc2[nH]c(=O)[nH]c2c1
(7) CCOC(=O)c1c(C)c(C(=O)NCc2ccccn2)c(C)n1C
(8) COc1cc(CN(C)C(=O)C(=O)c2c[nH]c3ccccc23)ccc1O
assay / compound,1,2,3,4,5,6,7,8
KKLEB tox,-10,-2,-13,-10,-13,7,-17,1
CF NFkB block,4,-6,-19,-6,-12,-14,2,-23
SRC3 inh,4,-6,-4,-1,33,-6,1,-9
Shn3 3UTR inh,-3,-20,4,9,33,8,10,0
TWEAK-Fn14 inh,3,-7,-1,11,0,-27,-1,7
NR5A2 inv ag,-7,8,-9,-17,54,-11,4,4
NR2F2 inh,-7,5,8,10,-4,-10,20,3
NCOA1 inh,-7,-3,-6,-17,20,-12,9,-1
TRAIL sens C8,-2,-11,17,2,7,-2,-10,-1
EBV LMP1 NFkB,-9,6,-2,-8,-12,6,-19,2
TROY NFkB inh,19,-9,-2,13,-10,-2,8,3

(9) CCOC(=O)C1=C[C@@H](C(C)(C)C)N(S(=O)(=O)c2ccc([N+](=O)[O-])cc2)[C@H]1c1ccccc1
(10) CCC(=O)N1CCc2cc(Br)cc(S(=O)(=O)CCC(=O)N(CC)CC)c21
(11) CS(=O)(=O)Nc1ccc(C2=NN(C(=O)c3ccco3)C(c3ccccc3F)C2)cc1 (stereo not drawn)
(12) Cc1cccc(NC(=O)CSC(N)=O)c1C
(13) COc1ccccc1C(=O)OCC(=O)Nc1cccc(S(=O)(=O)NC2=NCCCCC2)c1
(14) Cc1ccc(SCCNC(=O)c2ccc(CN3CCOCC3)cc2)cc1
(15) CCOC(=O)N1CC(=O)Nc2ccc(Br)cc2C1c1ccccc1 (stereo not drawn)
(16) Cc1cc(C)c(NC(=O)c2ccc3nccnc3c2)c(C)c1
assay / compound,9,10,11,12,13,14,15,16
KKLEB tox,-33,-1,-2,13,8,-5,-4,-1
CF NFkB block,-3,4,12,-5,-2,2,-1,25
SRC3 inh,13,-3,10,7,4,-3,18,26
Shn3 3UTR inh,65,-4,2,15,-22,8,4,-11
TWEAK-Fn14 inh,23,-26,21,3,10,0,12,38
NR5A2 inv ag,18,4,14,4,-21,5,-8,-16
NR2F2 inh,1,17,5,2,-2,5,10,28
NCOA1 inh,20,-6,-26,-3,0,-5,9,24
TRAIL sens C8,0,7,6,-10,-8,8,3,-7
EBV LMP1 NFkB,/,-2,-39,8,7,-8,0,16
TROY NFkB inh,34,24,5,10,-4,1,-6,3

(17) COc1ccc(C(=O)C(C)OC(=O)CCN2C(=O)C3CC=CCC3C2=O)cc1 (stereo not drawn)
(18) N#Cc1c(C#N)c(-c2ccccc2)n(-c2ccccc2)c1N
(19) CCN(CC)C(=O)CN(C)S(=O)(=O)c1cccc2nsnc12
(20) CCCCn1c(N)c(N(CC(C)C)C(=O)c2oc3c(Cl)cccc3c2C)c(=O)[nH]c1=O
(21) O=C(CCS(=O)(=O)c1ccc(Cl)cc1)OCC(=O)N1CCCCC1
(22) COc1cccc(C(=O)N2CCC(n3nccc3NC(=O)C3CCOC3)CC2)c1 (stereo not drawn)
(23) O=C(/C=N/O)NCc1ccncc1
(24) Cc1ccc(-c2nc3[nH]c(=O)cc(NC(=O)C(C)C)n3n2)cc1
assay / compound,17,18,19,20,21,22,23,24
KKLEB tox,2,-17,-2,-4,2,2,3,-11
CF NFkB block,13,8,1,15,5,7,-6,5
SRC3 inh,5,-8,11,-20,16,17,-13,4
Shn3 3UTR inh,-13,-13,1,11,8,-24,-17,-9
TWEAK-Fn14 inh,-4,-35,-2,2,3,14,9,1
NR5A2 inv ag,10,30,3,12,2,17,-16,10
NR2F2 inh,15,-3,5,-2,12,-6,1,3
NCOA1 inh,-2,-29,-1,-6,7,8,-12,0
TRAIL sens C8,15,2,-2,5,0,-14,-6,17
EBV LMP1 NFkB,-1,3,0,-3,9,3,-2,2
TROY NFkB inh,-9,-98,13,3,/,-1,11,-17

(25) CCc1nc(SCC(=O)NC2CCCC2)c2oc3ccccc3c2n1
(26) O=C(O)c1[nH]c2ccc(Cl)cc2c1CC(=O)N1CCN(C(=O)c2ccco2)CC1
(27) O=C1CC2(CCN(C(=O)c3ccc(Cl)cc3)CC2)Oc2ccccc21
(28) CCOC(=O)Cn1c(C)cc(=O)c2ccccc21
(29) COc1c(OC(C)=O)c(=O)n2c3ccccc3c3ccnc1c32
(30) c1ccc(-c2ccnc3nc(N4CCN(c5ccccc5)CC4)nn23)cc1
(31) O=C(CCc1nc2ccccc2c(=O)[nH]1)Nc1cccc(S(=O)(=O)N2CCCCC2)c1
(32) CN1CCN(C(=S)c2cn(Cc3ccc(F)cc3)c3ccccc23)CC1
assay / compound,25,26,27,28,29,30,31,32
KKLEB tox,6,9,0,-5,7,-9,10,7
CF NFkB block,12,5,13,6,-55,-3,-1,0
SRC3 inh,20,14,5,24,15,-8,-7,-8
Shn3 3UTR inh,-1,1,0,-12,2,8,53,-7
TWEAK-Fn14 inh,20,-7,1,-1,-104,-28,9,-5
NR5A2 inv ag,10,15,14,-20,-28,-24,2,-5
NR2F2 inh,-3,1,-10,-2,0,-12,5,10
NCOA1 inh,-1,-8,-23,-12,-16,-18,10,12
TRAIL sens C8,-3,-4,-6,2,-1,-18,3,1
EBV LMP1 NFkB,6,3,5,-2,-8,2,6,3
TROY NFkB inh,3,-1,7,15,-25,-20,7,11

Shown with values under each structure: 3 of the compounds above
Below each compound: KKLEB tox	CF NFkB block	SRC3 inh	Shn3 3UTR inh	TWEAK-Fn14 inh	NR5A2 inv ag	NR2F2 inh	NCOA1 inh	TRAIL sens C8	EBV LMP1 NFkB	TROY NFkB inh
25: CCc1nc(SCC(=O)NC2CCCC2)c2oc3ccccc3c2n1
→ 6	12	20	-1	20	10	-3	-1	-3	6	3
26: O=C(O)c1[nH]c2ccc(Cl)cc2c1CC(=O)N1CCN(C(=O)c2ccco2)CC1
→ 9	5	14	1	-7	15	1	-8	-4	3	-1
27: O=C1CC2(CCN(C(=O)c3ccc(Cl)cc3)CC2)Oc2ccccc21
→ 0	13	5	0	1	14	-10	-23	-6	5	7

More compounds:
(33) O=C(Cn1cccc1)NC1CCCCCC1
(34) COc1cc(CN2CCN(Cc3ccco3)CC2)cc(OC)c1
(35) CCCCOc1ccc(OCCCC)c2c1NC1(N2)C(=O)N(C(C)=O)c2ccccc21
(36) CC1(c2nnc(-c3ccc(Cl)cc3)o2)CC(c2cccc(Cl)c2)=NO1 (stereo not drawn)
(37) CCOc1ccccc1C(C(=O)NC1CCCCC1)N(C(=O)c1csnn1)C1CC1 (stereo not drawn)
(38) O=C(CCN1C(=O)/C(=C/c2ccco2)SC1=S)Nc1ccc(O)cc1C(=O)O
(39) O=C1c2ccccc2C(c2nnnn2Cc2ccccc2)N1Cc1ccc(F)cc1 (stereo not drawn)
(40) O=C(NNc1c(Cl)cc(Cl)cc1Cl)C1CCC1
assay / compound,33,34,35,36,37,38,39,40
KKLEB tox,-5,9,-12,-13,1,4,/,4
CF NFkB block,15,-6,-12,-14,20,5,/,-24
SRC3 inh,-8,12,16,1,-8,-15,/,4
Shn3 3UTR inh,-19,16,13,-3,5,21,/,7
TWEAK-Fn14 inh,20,6,-7,-10,1,7,-1,10
NR5A2 inv ag,10,13,2,13,2,4,-2,9
NR2F2 inh,-2,0,-3,-3,9,2,-13,1
NCOA1 inh,-1,6,-3,-13,-12,-4,/,-8
TRAIL sens C8,5,8,-8,-17,7,-12,3,5
EBV LMP1 NFkB,6,14,2,1,1,-7,/,13
TROY NFkB inh,4,-28,-11,2,-16,-17,4,12

Given with two lines to a compound: part of the list above.
Results follow in this order: KKLEB tox, CF NFkB block, SRC3 inh, Shn3 3UTR inh, TWEAK-Fn14 inh, NR5A2 inv ag, NR2F2 inh, NCOA1 inh, TRAIL sens C8, EBV LMP1 NFkB, TROY NFkB inh
40	O=C(NNc1c(Cl)cc(Cl)cc1Cl)C1CCC1
    4, -24, 4, 7, 10, 9, 1, -8, 5, 13, 12
33	O=C(Cn1cccc1)NC1CCCCCC1
    -5, 15, -8, -19, 20, 10, -2, -1, 5, 6, 4

(further entries)
(41) CCSc1nc(=O)n(-c2ccccc2)c(C)c1C(C)=S
(42) CCC(C)NC(=O)Cc1c(OC)ccc2cc(Br)ccc12 (stereo not drawn)
(43) COCCCN1CN(Cc2ccccc2)CNC1=S
(44) Cc1c(C)n(CCCN(C)C)c2ncnc(NC3CCCCC3)c12
(45) CCc1ccc(C(C)NC(=O)c2cc(C)oc2C)cc1 (stereo not drawn)
(46) COc1cc(NC(=O)Cn2cnc(S(=O)(=O)N3CCCC3)c2)cc(OC)c1OC
(47) Cc1c(Br)c([N+](=O)[O-])nn1C(C)C(=O)NCc1cccnc1 (stereo not drawn)
(48) O=Cc1ccc2oc3nc4n(c(=O)c3c(=O)c2c1)CCCS4
(49) O=C(O)CC1SC(=Nc2cccc(O)c2)NC1=O (stereo not drawn)
(50) N#Cc1cccc(-n2nnnc2-c2ccccn2)c1
assay / compound,41,42,43,44,45,46,47,48,49,50
KKLEB tox,-4,-1,-8,-13,0,8,4,8,15,-1
CF NFkB block,-7,-12,-10,19,-8,1,3,-21,-13,4
SRC3 inh,-6,12,24,-12,7,8,0,4,-4,-1
Shn3 3UTR inh,-1,1,-1,-8,14,9,17,-20,5,-13
TWEAK-Fn14 inh,0,-1,-1,19,-3,-2,7,4,10,-16
NR5A2 inv ag,-3,11,10,4,-3,-7,7,-10,6,13
NR2F2 inh,5,-5,-12,1,18,-10,10,-15,4,-11
NCOA1 inh,-3,1,2,-10,-33,8,-12,-11,-1,7
TRAIL sens C8,-8,0,-8,-2,-5,-3,0,-1,1,6
EBV LMP1 NFkB,-28,3,-1,-16,-17,-2,-20,-12,3,0
TROY NFkB inh,-25,-5,1,4,1,0,-1,-11,0,-20
